# Screening data as filed in PubChem.
# MEKK2 mut-MEK5: MEK5 binding signal on mutant MEKK2 PB1, primary screen, biochemical, multiplex bead flow cytometry, Alexa488-MEK5; Alexa488-MEK5 binding to MEKK2 mutant; percent response, % at 10 µM; hit rate 0.35% among 290,000; AID 1530, 2009; in the data active = percent response above about 24%, passing the limit was not always enough; also: inactives centre near 1; some results filed as inactive read as strong as hits; reference of the scale not given here
# GPR7 antagonist: GPR7 receptor antagonists, primary screen, cell-based, fluorescence, single concentration; inhibition, % at 4.4 µM; hit rate 1.1% among 290,000; Neuropeptides B/W receptor type 1 (Homo sapiens), P48145; GPR7-expressing cells, fluorescence antagonist assay; in the data active = inhibition above about 16%, passing the limit was not always enough;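 also: cells stimulated with the agonist NPW; 0% = agonist with vehicle and 100% = vehicle without agonist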
# Target sequence (P48145 whole entry, looked up): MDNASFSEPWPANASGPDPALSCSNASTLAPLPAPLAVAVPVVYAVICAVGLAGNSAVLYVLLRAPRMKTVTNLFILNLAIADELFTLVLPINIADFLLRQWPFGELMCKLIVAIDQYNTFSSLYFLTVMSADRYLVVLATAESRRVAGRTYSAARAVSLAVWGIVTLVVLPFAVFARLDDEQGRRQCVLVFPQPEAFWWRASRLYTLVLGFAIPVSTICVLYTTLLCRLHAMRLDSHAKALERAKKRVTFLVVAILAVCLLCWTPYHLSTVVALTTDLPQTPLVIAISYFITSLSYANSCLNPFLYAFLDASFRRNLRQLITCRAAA
# PHOSPHO1 inh: PubChem AID 1565. inhibition, % at 13.3 µM. hit rate 1.1% among 290,000. Phosphoethanolamine/phosphocholine phosphatase (Homo sapiens), Q8TCT1. recombinant PHOSPHO1, absorbance phosphatase assay; in the data active = inhibition above about 60%
# Target sequence (Q8TCT1 whole entry, looked up): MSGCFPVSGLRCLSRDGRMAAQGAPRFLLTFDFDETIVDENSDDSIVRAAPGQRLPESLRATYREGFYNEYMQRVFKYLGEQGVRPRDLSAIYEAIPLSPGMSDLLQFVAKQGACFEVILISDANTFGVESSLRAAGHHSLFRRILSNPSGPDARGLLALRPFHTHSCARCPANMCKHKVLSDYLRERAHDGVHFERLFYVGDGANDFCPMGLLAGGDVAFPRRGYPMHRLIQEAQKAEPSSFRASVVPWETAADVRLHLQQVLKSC
# MEKK3 PB1 HTS: modulators of MEKK3-MEK5 PB1 binding, primary screen, biochemical, wildtype MEKK3, multiplex bead flow cytometry, Alexa488-MEK5. bead-based flow cytometry, Alexa488-MEK5 binding to MEKK3; actives lie on both sides; 0 = blocked by unlabeled MEK5, 100 = vehicle. binding response (% of control), % at 10 µM. hit rate 1.4% among 290,000. AID 1529, 2009;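 active = binding response more than 3 SD above or below the average of its plate-row segment, actives on both sides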;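 also: Alexa488 bead fluorescence after subtracting the streptavidin-only scavenger bead signal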
# MEKK2 WT-MEK5: modulators of MEK5 binding to wildtype MEKK2, primary screen, biochemical, multiplex bead flow cytometry, Alexa488-MEK5. Mitogen-activated protein kinase kinase kinase 2 (Homo sapiens), Q9Y2U5. Alexa488-MEK5 binding to MEKK2 WT; actives lie on both sides. binding response (% of control), % at 10 µM. hit rate 1.1% among 290,000. AID 1531, 2009; in the data active = binding response below about 67% or above about 130%
# OXTR ag: human OXTR agonists, primary screen, fluorescence, CHO-OTR cells, Fluo-8 calcium. Oxytocin receptor (Homo sapiens), P30559. Fluo-8 calcium fluorescence; normalized: DMSO 0%, oxytocin 100%. activation, % at 3 µM. hit rate 0.32% among 320,000. AID 2435, 2010;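 active = activation above the mean of all tested compounds plus 3 SD, cutoff set per screening run, cut at about 20% in these data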;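 also: peak over basal fluorescence ratio from a 100 s FLIPR kinetic read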
# Target sequence (P30559 whole entry, looked up): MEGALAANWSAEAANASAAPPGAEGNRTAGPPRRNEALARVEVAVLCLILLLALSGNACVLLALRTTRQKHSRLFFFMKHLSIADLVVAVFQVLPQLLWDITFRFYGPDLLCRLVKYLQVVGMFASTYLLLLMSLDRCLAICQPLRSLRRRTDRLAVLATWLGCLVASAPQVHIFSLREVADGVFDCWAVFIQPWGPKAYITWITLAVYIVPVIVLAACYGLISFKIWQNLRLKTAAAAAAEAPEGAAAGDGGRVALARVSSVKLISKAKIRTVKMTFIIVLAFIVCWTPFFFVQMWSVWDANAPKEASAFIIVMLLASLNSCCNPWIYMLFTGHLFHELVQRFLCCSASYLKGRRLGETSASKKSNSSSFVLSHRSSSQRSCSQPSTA
# M18AAP inhibitor: PfM18AAP inhibitors, malaria aminopeptidase, primary screen, biochemical, QFRET, recombinant enzyme; H-Glu-NHMec fluorogenic cleavage; inhibition, % at 7.35 µM; M18 aspartyl aminopeptidase (Plasmodium falciparum 3D7); AID 1822, 2009; hit rate 1.2% among 290,000;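 active = inhibition above the campaign mean inhibition over all tested compounds plus 3 SD, cut at about 28% in these data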;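 also: 0% = plate median of test compound wells and 100% = 2 mM ZnCl2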
# NALP1 inh: NALP1 inflammasome inhibitors in reconstituted yeast, colorimetric, S. cerevisiae, triplicate retest; S. cerevisiae NALP1/ASC/caspase-1 growth, X-gal OD620, 72 h; inhibition, % at 10 µM; hit rate 0.61% among 280,000; AID 2071, 2009; in the data active = inhibition mostly above about 24%, no sharp cut-off; inactive = mostly below about 32%; also: some compounds called inactive have numbers as strong as hits
# FID counter: compounds displacing fluorescent DNA intercalator, primary screen, artefact control for HCV NS3 helicase inhibitor project, biochemical, FID fluorescence. DNA fluorescent intercalator displacement. inhibition, % at 7.9 µM. hit rate 0.17% among 290,000. AID 1845, 2009; in the data active = inhibition above about 37%;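 also: 0% = vehicle and 100% = reference compound; higher means more ethidium bromide displaced from hairpin DNA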
# * hit, by the source's call; . = not tested or not shown; [ ] = dose if it differs, or a comment.
SMILES,MEKK2 mut-MEK5,GPR7 antagonist,PHOSPHO1 inh,MEKK3 PB1 HTS,MEKK2 WT-MEK5,OXTR ag,M18AAP inhibitor,NALP1 inh,FID counter
CCCCCc1cc(=O)oc2c(C(CCN3CCN(c4ccccc4)CC3)c3ccc(N(C)C)cc3)c(OC)cc(OC)c12 (configuration not stated),14,.,22,107,123,-0.8,.,19,.
NC(=O)CCn1c(C(=O)c2ccc(Cl)cc2)c2ccccc2[n+]1[O-],-2,3,-7,95,93,-2.0,2,-6,-14
c1ccc(OCCCn2nnc(-c3cccnc3)n2)cc1,-1,5,13,101,99,-0.6,7,.,-1
C=C1CCN(c2ccc(C(=O)NCc3ccc(C)cc3)cc2[N+](=O)[O-])CC1,-10,-3,-24,98,95,-1.3,-3,19,-16
CC1CCN(C(=O)CSc2nncn2-c2ccccn2)CC1,-7,-9,74*,98,95,0.8,4,-12,-3
C=CCN1C(=O)CN=C1Nc1cccc(C)c1,0,-11,45,101,100,-1.7,1,8,-1
CC1CCCC(N2CCN(C(=O)c3cccc(F)c3)CC2)C1 (configuration not stated),-2,-5,6,94,93,0.6,-1,8,2
O=[N+]([O-])c1ccc(Nc2ccccc2F)nc1,-5,-1,36,98,94,-1.6,-4,1,6
Cc1cc(C)c(NC(=O)CN)c(C)c1,-1,-1,34,102,103,0.1,-18,-20,0
CCOC(=O)NC(c1cccc(Cl)c1)C1CCCCCC1=O (configuration not stated),5,11,22,106,106,-0.9,2,43*,-14
COc1ccc(NC(=O)c2cc3n(n2)C(C(F)(F)F)CC(c2ccco2)N3)cc1 (configuration not stated),2,-1,-10,101,99,0.1,-4,-10,-14
OCCc1ccccc1,3,.,.,108,107,0.9,.,.,.
Cc1cccc(NC(=O)CSc2nnc(-c3ccco3)o2)c1C,-12,-5,-15,84,85,0.9,-2,6,-1
Cc1sc2nc(CN(Cc3cccs3)C(=O)NC3CCCCC3)[nH]c(=O)c2c1C,5,-19,21,109,110,-1.9,-7,22,-12
COc1ccccc1NC(=O)NNC(=O)c1ccc2c(c1)NC(=O)C(C)(C)O2,-4,-10,37,100,99,1.1,21,11,-20

# By substructure, the compounds so far containing a nitro group on carbon
SMILES,MEKK2 mut-MEK5,GPR7 antagonist,PHOSPHO1 inh,MEKK3 PB1 HTS,MEKK2 WT-MEK5,OXTR ag,M18AAP inhibitor,NALP1 inh,FID counter
C=C1CCN(c2ccc(C(=O)NCc3ccc(C)cc3)cc2[N+](=O)[O-])CC1,-10,-3,-24,98,95,-1.3,-3,19,-16
O=[N+]([O-])c1ccc(Nc2ccccc2F)nc1,-5,-1,36,98,94,-1.6,-4,1,6

# (list continues)
SMILES,MEKK2 mut-MEK5,GPR7 antagonist,PHOSPHO1 inh,MEKK3 PB1 HTS,MEKK2 WT-MEK5,OXTR ag,M18AAP inhibitor,NALP1 inh,FID counter
C=C(C)CSc1nc(N)cc(=O)[nH]1,12,-1,-7,103,101,1.9,0,1,-2
Cc1cc(C(=O)COc2ccccc2Cl)c(C)n1-c1ccc2c(c1)OCO2,-1,4,4,101,100,-2.2,20,40,-18
COc1ccc(OC)c(C(=O)N(C)C2CCCN(Cc3ccccc3F)C2)c1 (configuration not stated),4,4,24,101,105,-1.4,-1,13,-14
Cc1cccc(Cn2nc(C)cc2NC(=O)Cn2cc([N+](=O)[O-])cn2)c1,4,6,-11,104,105,4.3,0,32,-3
Cc1ccccc1NC(=S)NC1CC2CCC(C1)N2Cc1ccco1 (configuration not stated),.,-2,-16,.,.,2.1,-10,-1,5
COc1ccc(-c2noc(-c3ccccc3C(=O)Nc3cccnc3)n2)cc1OC,2,-3,7,105,103,0.5,12,-12,-20
CCOc1ccc(NC(=O)CSc2n[nH]c(=O)n2-c2ccccc2)cc1,-1,-4,-34,102,99,0.0,-3,16,-2
Cn1cc(S(=O)(=O)N2CCc3ccccc32)cc1C(=O)NC1CCCCC1,1,-13,18,97,98,0.0,2,-3,-37
O=S(=O)(NCCc1ccccc1)c1cccs1,-1,-12,10,102,99,0.4,0,8,-1
CN1CC(=O)N(CC(=O)N2CCC(Cc3ccccc3)CC2)C1=O,4,-8,-18,104,108,0.3,1,-3,-4
O=C(CCc1nnc(CCC2CCCCC2)o1)NCCn1cccn1,-4,-7,16,93,96,0.2,1,-3,-18
O=c1ccc(-c2ccc(S(=O)(=O)Nc3ccccc3)o2)n[nH]1,1,-1,1,100,98,3.9,-4,19,-6
COc1ccc(CCN(CC(=O)NC2CCCC2)C(=O)CCC(=O)Nc2cc(C)on2)cc1OC,.,1,-8,.,.,-0.5,0,22,-30
COc1ccc(/C=C/C(=O)Nc2cccnc2Cl)cc1,-2,13,27,101,98,-1.7,-14,-13,-11
O=c1[nH]c2ccccc2n1CCCOc1ccccc1,1,4,-7,107,99,-1.8,-11,4,-16

# Sorted by count of non-hydrogen atoms (low to high): 11 of the compounds above.
SMILES,MEKK2 mut-MEK5,GPR7 antagonist,PHOSPHO1 inh,MEKK3 PB1 HTS,MEKK2 WT-MEK5,OXTR ag,M18AAP inhibitor,NALP1 inh,FID counter
C=C(C)CSc1nc(N)cc(=O)[nH]1,12,-1,-7,103,101,1.9,0,1,-2
O=S(=O)(NCCc1ccccc1)c1cccs1,-1,-12,10,102,99,0.4,0,8,-1
COc1ccc(/C=C/C(=O)Nc2cccnc2Cl)cc1,-2,13,27,101,98,-1.7,-14,-13,-11
O=c1ccc(-c2ccc(S(=O)(=O)Nc3ccccc3)o2)n[nH]1,1,-1,1,100,98,3.9,-4,19,-6
CN1CC(=O)N(CC(=O)N2CCC(Cc3ccccc3)CC2)C1=O,4,-8,-18,104,108,0.3,1,-3,-4
Cc1ccccc1NC(=S)NC1CC2CCC(C1)N2Cc1ccco1 (configuration not stated),.,-2,-16,.,.,2.1,-10,-1,5
Cc1cccc(Cn2nc(C)cc2NC(=O)Cn2cc([N+](=O)[O-])cn2)c1,4,6,-11,104,105,4.3,0,32,-3
Cc1cc(C(=O)COc2ccccc2Cl)c(C)n1-c1ccc2c(c1)OCO2,-1,4,4,101,100,-2.2,20,40,-18
COc1ccc(OC)c(C(=O)N(C)C2CCCN(Cc3ccccc3F)C2)c1 (configuration not stated),4,4,24,101,105,-1.4,-1,13,-14
COc1ccc(-c2noc(-c3ccccc3C(=O)Nc3cccnc3)n2)cc1OC,2,-3,7,105,103,0.5,12,-12,-20
COc1ccc(CCN(CC(=O)NC2CCCC2)C(=O)CCC(=O)Nc2cc(C)on2)cc1OC,.,1,-8,.,.,-0.5,0,22,-30

# Later entries.
SMILES,MEKK2 mut-MEK5,GPR7 antagonist,PHOSPHO1 inh,MEKK3 PB1 HTS,MEKK2 WT-MEK5,OXTR ag,M18AAP inhibitor,NALP1 inh,FID counter
CCOc1ccc(-n2c(SC)nc3c(c2=O)SCC3)cc1,0,-8,2,103,105,0.8,-6,15,0
CC(CNC(=O)c1ccc(C(C)(C)C)cc1)CN(C)C (configuration not stated),-3,-3,-1,95,101,-0.2,-4,16,4
FC(F)(F)c1ccc(C2[C@H]3CN(Cc4ccc(-c5ccccc5)cc4)[C@H](c4ccccc4)C34CC2(c2cccnc2)C4)cc1 (some centres not stated),4,.,4,94,93,0.1,.,.,.
CSCCC(NS(=O)(=O)c1ccc(Cl)cc1)C(=O)OCC(=O)NC1CCCCC1 (configuration not stated),-1,2,6,98,98,1.2,4,5,-30
C=CCn1c(Oc2ccc(C=O)cc2OCC)nc2c1c(=O)n(C)c(=O)n2C,2,-4,51,97,100,-2.1,1,6,-17
Cn1c(NC(=O)C[n+]2cc(-c3ccc(F)cc3)n3c2CCC3)cc(=O)n(C)c1=O,-2,-2,5,109,103,-0.2,-4,11,3
CC(C)Cc1nc2sc3c(c2c(=O)n1N)CC(C(C)C)OC3 (configuration not stated),3,-11,24,104,105,-0.5,4,11,-5
Cc1cc2nc3n(c2cc1C)CCCN3,6,-11,24,93,98,1.6,-18,1,3
COc1cc(C(=O)N/N=C/c2ccsc2C)cc(OC)c1OC,11,21,-5,110,109,1.0,-1,17,-9
O=C(N/C(=C/c1ccc(Cl)cc1)C(=O)N1CCOCC1)c1ccccc1,0,10,29,94,101,0.1,-2,22,-20
COc1ccc(CNC(=O)C(=O)NC2CC(C)(C)NC(C)(C)C2)cc1,-9,-11,8,90,91,-0.2,-18,0,4
COc1cccc(OC)c1-c1nn2c(-c3cc(-c4ccccc4)n[nH]3)nnc2s1,-12,-4,3,78*[inhibitor],80,-1.2,0,-8,3
COc1ccc(-c2cn(-c3ccc(C)c(C)c3)c(=S)[nH]2)cc1OC,4,-3,.,104,100,-1.3,32*,-7,-26
O=S(=O)(NCCS(=O)(=O)N1CCN(c2ccccc2)CC1)c1ccccc1,-2,-3,35,102,100,5.9,-15,21,-24
Cc1cc(-c2nn(-c3ccccc3F)cc2CNCCc2cnccn2)c(C)s1,-3,-2,17,94,100,5.1,1,6,12
COc1ccc(CN2C(=O)COc3ccccc32)cc1,0,-10,41,99,105,-1.4,-2,23,-8
Cc1cc(NC(=O)CN2C(=O)[C@@H]3[C@H](C2=O)[C@@H]2C[C@H]3C(Br)C2Br)no1 (some centres not stated),-2,0,40,97,103,2.7,5,7,-7
COc1ccc(-c2c(C)nn(-c3ccccc3)c2NC(C)=O)cc1OC,1,7,8,99,103,0.1,10,15,-5
O=[N+]([O-])c1cccnc1Oc1ccccc1F,-6,-6,7,96,97,-2.7,0,-5,-1
COC(=O)N1[C@H](C)C=C[C@]1(Cc1ccccc1)C(=O)NCCCNc1ncc(C(F)(F)F)cc1Cl,0,.,.,109,101,-1.4,.,.,.
CN(Cc1nc(-c2cnccn2)no1)CC1CCN(Cc2ccccc2)CC1,-16,-3,28,95,86,0.2,-5,0,18
Cn1cccc1Cc1nnc(SCC(=O)N2CCOCC2)n1-c1ccc(F)cc1,2,-11,2,103,106,2.4,1,18,-28
CCOc1ccc2nc(NC(=O)CSc3ccccc3)sc2c1,4,4,6,102,100,-2.0,-8,4,-3
Cc1ccc(C)c(NC(=O)C2CC3CCC2C3)c1 (configuration not stated),3,-17,30,102,105,-1.9,4,12,-7
CCN(CC)CCOCCOc1ccc(Cl)c2ccccc12,-46,27*,28,3.0*[inhibitor],7.0*[inhibitor],1.2,4,12,21
Cc1cccc(NC(=O)c2ccccc2O)c1C,-10,12,2,82,83,6.6,8,12,-12
COc1cc(C(=O)Nc2scc(-c3ccc(C)cc3)c2C(=O)O)cc(OC)c1OC,-1,9,29,99,99,-0.2,1,23,6
CC(=O)N1CCN(C(=O)CSc2cc(C)c(Br)cc2C)CC1,1,-13,15,100,100,-0.9,-1,5,-28
Cc1nc2c3ccccc3nc(SCC(=O)c3ccc(Cl)cc3)n2n1,-1,-1,-4,129*,100,0.1,6,22,-6
O=C(NCc1cccc(Cl)c1)c1cc(=O)[nH]c2ccccc12,4,-4,14,101,106,0.8,1,15,-8
